Lipid storage S3: qHTS Assay for Lipid Storage Modulators in Drosophila S3 Cells | Drosophila S3 cells, BODIPY lipid droplet fluorescence, 18-24 h; cells fed with added oleic acid | lipid storage change, negative = inhibition, % at the top dose, mostly 46.1 µM; hits show Potency in µM | 0.64% of 320,000 active | AID 2685, 2010; active = well fitted inhibition curve with a large enough effect in the signal ratio, with a control signal flat, not every such curve was filed as active; inconclusive = small, poorly fitted or top-dose-only effect, or effect the other way, or a change in a side signal; the % refers to the signal ratio
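Drosophila S3 cells loaded with oleic acid (400 uM, as added) and compounds at several concentrations; lipid droplets imaged by 488-nm laser-scanning cytometry, 500–530 nm intensity and object ratio to cell channel. Percent activity normalized to 20 uM Triacsin C.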
Lipid storage S3 cell count max: second read-out of Lipid storage S3, no call of its own (marks repeat the call); cell number change, %; measured here: cell count max response;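 cells counted by Cell Tracker Red CMTPX staining in the red channel; peak over a dose series mostly up to 46.1 µM; percent activity relative to internal control wells on each plate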
* hit, by the source's call; i = inactive; ? = inconclusive; . = no result given. % is scaled to controls: 0 for no effect and ±100 for the full control effect; potency is read from the fitted curve at half-maximal effect.

SMILES	Lipid storage S3	Lipid storage S3 cell count max
COc1ccc(CCN2CC(C(=O)Nc3ccc4c(c3)OCO4)CC2=O)cc1OC (stereo not drawn)	-3%	7
CC1(C)Cc2cccc(OCC(=O)NCCOc3ccccc3)c2O1	-1%	-10
NS(=O)(=O)c1ccc(Nc2nc(-c3ccc(F)cc3)cs2)cc1	?	.
COc1ccc(CNC(=O)COC(=O)CCn2c(C)csc2=O)cc1OC	?	.
Cn1cc(/C=C(\NC(=O)c2ccccc2Cl)C(=O)NCCCn2ccnc2)c2ccccc21	i	13
CCSCCC(NC1=CC(=O)CC(C)(C)C1)C(=O)O (stereo not drawn)	?	.
COc1cccc(-c2nn3c(-c4ccccn4)nnc3s2)c1	?	.
CCN1C(=O)S/C(=C/c2c(OCc3ccc(C(=O)O)cc3)ccc3ccccc23)C1=O	?	.
Nc1nonc1N/N=C/c1c(O)ccc2ccccc12	?	.
Cc1ccn2cc(C(=O)Nc3ccccc3N3CCOCC3)nc2c1	?	.

A few values from the entries so far.
Lipid storage S3 result of CC1(C)Cc2cccc(OCC(=O)NCCOc3ccccc3)c2O1 reads -1%
Lipid storage S3 result of COc1ccc(CCN2CC(C(=O)Nc3ccc4c(c3)OCO4)CC2=O)cc1OC (stereo not drawn) reads -3%
Lipid storage S3 cell count max result of Cn1cc(/C=C(\NC(=O)c2ccccc2Cl)C(=O)NCCCn2ccnc2)c2ccccc21 reads 13

(cont.)
SMILES	Lipid storage S3	Lipid storage S3 cell count max
Cc1cccc(Nc2ccncc2S(=O)(=O)NC(=O)NC(C)C)c1	-1%	0
CCCCCCOC1(c2ccccc2)OC(=O)c2ccccc21 (stereo not drawn)	-9%	0
Cc1ccc(N2C(=O)N3[C@H](c4ccc(F)cc4)[C@@H]4C(=O)N(C5CCCCC5)C(=O)[C@@H]4[C@]3(C)C2=O)cc1	?	.
Cn1c(=O)[nH]c(=O)c2c1nc(CN1CCN(Cc3ccccc3)CC1)n2CC(N)=O	?	.
Cc1cccc(Cn2c(NCCO)nc3c2c(=O)n(C)c(=O)n3C)c1	?	.
CCCCNC(=S)N(Cc1ccco1)Cc1cc2cc3c(cc2[nH]c1=O)OCCO3	11%	-5
Cc1nn(C)cc1[C@@H]1C[C@H]2CN(Cc3cccc(Cl)c3)C(=O)[C@]23CCCN13	?	.
C[n+]1ccccc1C1CCCC/C1=N\NC(N)=S (stereo not drawn)	?	.
CCOC(=O)Cn1nnc(-c2ccc(SC)cc2)n1	?	.
CS(=O)(=O)N(Cc1ccccc1)c1ccc(C(=O)Nc2cccnc2)cc1	4%	-5
Cc1ccc(CN2CCNC(=O)C2CC(=O)NCc2csc(C(C)C)n2)cc1 (stereo not drawn)	?	.
COC(C[C@H]1O[C@H]1[C@@H](O)COCc1ccccc1)OC	-3%	0
COc1ccc(NC(=O)Cn2cccc2)c(OC)c1	?	.
C=CCN1C(=O)c2ccc(C(=O)OCC(=O)N(C)C3CCCCC3)cc2C1=O	?	.
O=C(CN1CCCC1=O)NC1C2CC3CC(C2)CC1C3 (stereo not drawn)	?	.
O=C(COC(=O)c1cnc(Cl)c(Cl)c1)NCCC1=CCCCC1	?	.
O=C(CCc1n[nH]c(=O)[nH]c1=O)N1CCOCC1	?	.
CCOc1ccc2c(c1)C(=NNC(=O)c1ccncc1)c1cc(OCC)ccc1-2	?	.
CCS(=O)(=O)C1=NSC2=NC(=O)/C(=C\c3ccc(OS(=O)(=O)c4ccccc4)c(OC)c3)C(=N)N21	?	.
COc1ccc(/C=C2\SC(=S)N(CCC(=O)NCCCN3CCOCC3)C2=O)cc1	?	.

Four entries already listed, sorted by SMILES length, low to high:
SMILES	Lipid storage S3	Lipid storage S3 cell count max
COc1ccc(NC(=O)Cn2cccc2)c(OC)c1	?	.
O=C(CN1CCCC1=O)NC1C2CC3CC(C2)CC1C3 (stereo not drawn)	?	.
CCOc1ccc2c(c1)C(=NNC(=O)c1ccncc1)c1cc(OCC)ccc1-2	?	.
C=CCN1C(=O)c2ccc(C(=O)OCC(=O)N(C)C3CCCCC3)cc2C1=O	?	.

(continued)
SMILES	Lipid storage S3	Lipid storage S3 cell count max
COc1cccc(C(=O)Nc2c3c(nn2-c2cccc(C)c2C)CS(=O)C3)c1OC (stereo not drawn)	27%	4
COc1ccc(OCCOc2ccc(S(=O)(=O)N3CCCC3)cc2[N+](=O)[O-])cc1	8%	2
CCn1c(C)nc2cc(C(=O)NNC(=S)NC(=O)c3ccccc3)ccc21	?	.
COc1cc(C2C(C#N)=C(N)Oc3n[nH]c(-c4cccnc4)c32)ccc1OCC(N)=O (stereo not drawn)	?	.
Cc1ccc(OCCNC(=O)CNC(=O)c2ccc(C)cc2)cc1	-1%	-10
CCN(CC)S(=O)(=O)c1ccc2oc(Nc3ccc4c(c3)OCCO4)nc2c1	?	.
CCOCCCN(C(=O)c1snc(C(N)=O)c1N)C(C(=O)NC(C)(C)C)c1ccc(Cl)cc1 (stereo not drawn)	-9%	25
COc1ccc2[nH]c(C(=O)Nc3ccc(C)c(F)c3)cc2c1	4%	.
CCCCCCCCCCCCC/C=C/[C@@H](O)[C@@H](N)CO	-5%	-20
Fc1ccccc1CSc1nnc(Cn2cnc3ccccc32)n1-c1ccccc1	?	.
CC(=O)OCC(=O)C1CCC2C3CC=C4CC(O)CCC4(C)C3CCC12C (stereo not drawn)	?	.
CCCN(CCC)c1nc(C#N)nc(N(CCC)CCC)n1	6%	9
CCC(=O)c1ccc(OCC(=O)OCC(=O)Nc2cccc(S(=O)(=O)N3CCCC3)c2)cc1	15%	-12
CCC(C)c1ccc(NC(=S)NN2CCOCC2)cc1 (stereo not drawn)	12%	2
CC(=O)Nc1ccc(CN2CCCN(C)CC2)cc1	11%	-4
O=C(CSCC(=O)N1CCCCC1)Nc1nc(-c2cccs2)cs1	?	.
COc1ccc(Cl)cc1N(CC(=O)Nc1ccccc1SC)S(C)(=O)=O	10%	-5
CC(C)c1ccc(-c2nc(N3CCCC3)nc3n[nH]c(N)c23)cc1	?	.
C=CCN1C(=O)C(Cc2cccc(C)c2)SC1=Nc1ccc(C(=O)O)cc1 (stereo not drawn)	?	.
COc1ccc(NC(=O)c2ccccc2-c2ccccc2)cc1	?	.
CC(C)CN(C(=O)COC(=O)CCc1c[nH]c2ccccc12)c1c(N)n(Cc2ccccc2)c(=O)[nH]c1=O	?	.
O=C(NCCC1=CCCCC1)c1cnsn1	i	-4
Cc1ccc(S(=O)(=O)Nc2ccc(-c3csc(-c4ccccc4)n3)cc2)cc1	?	.
N#Cc1ccc(C(=O)OCC(=O)Nc2ccc(S(N)(=O)=O)cc2)cc1	?	.
CCOC(=O)CN(Cc1sccc1C)C(=O)Nc1ccc(OCC)cc1	1%	2
COc1cccc(/C=C/C(=O)OCCN2C(=O)c3ccccc3C2=O)c1	?	.
CCOc1ccc(Oc2ccc(S(=O)(=O)N3CCOCC3)cc2N)cc1	?	.
Cc1ccccc1-c1nn(-c2ccc(F)cc2F)cc1CNCCCO	?	.
CCCC(=O)N(c1ccc(F)cc1)C1C=CS(=O)(=O)C1 (stereo not drawn)	-26%	4
Cc1noc(NS(=O)(=O)c2ccc(NC(=O)c3cnc4n(c3=O)CCS4)cc2)c1C	8%	6
CC(=O)Nc1ccc(NC(=O)C(Cc2ccccc2)NC(=O)C2CCCCC2)cc1 (stereo not drawn)	7%	0
Cc1cc(NC(=O)CN2C(=O)/C(=C/c3ccccc3F)SC2=S)no1	i	7
N=c1c2c(n(Cc3ccc(Br)cc3)c3c1CCC3)CCCC2	?	.
Cc1ccc2c(CN3CCC(C(N)=O)CC3)cc(=O)oc2c1C	-15%	13
O=C(NCc1ccc2c(c1)OCO2)C12CN(Cc3ccccc3)CC1C(c1cccc([N+](=O)[O-])c1)=NO2 (stereo not drawn)	?	.
Cn1c(SCC(=O)N2CCCc3ccccc32)nc2ccccc2c1=O	?	.
C=C1CCN([C@H](C(=O)OCc2ccc(C)cc2)C(C)C)S(=O)(=O)c2ccccc21	18%	6
Cc1ccc(NC(=O)CCCCCN2C(=O)c3ccccc3C2=O)nc1	?	.
CCc1nnc(NC(=O)c2cc(C)nc3ccccc23)s1	?	.
CN(C)S(=O)(=O)c1cccc(NC(=S)N/N=C/C2CC=CCC2)c1 (stereo not drawn)	?	.
Cc1ccc(C)c(C(=O)c2ccccc2NC(=O)c2ccccn2)c1	?	.
Cc1cccc(-n2c3nc(=O)[nH]c(=O)c-3cc3c(C)nn(-c4ccccc4)c32)c1C	7%	-2
COc1cccc(/C=N/Nc2c(Cl)cncc2Cl)c1O	-4%	19
CC(=O)c1ccc(N2CCN(C(=O)c3ccc4ccccc4n3)CC2)cc1	?	.
CN1/C(=C\C(=O)c2cccc(S(=O)(=O)N3CCCCC3)c2)C(C)(C)c2ccccc21	?	.
COc1cccc(C(=O)Nc2nnc(C3CCCO3)s2)c1 (stereo not drawn)	?	.
C/C(=N\NC(=O)c1ccco1)c1ccc(C(=O)O)s1	?	.
Cc1cc(OC(=O)c2ccc(OC(C)C)cc2)c([N+](=O)[O-])c(=O)[nH]1	i	-6
Cc1cn(-c2cc(C(=O)Nc3ccc(C)c(NC(=O)N4CCNC4=O)c3)cc(C(F)(F)F)c2)cn1	11%	11
Cc1ccccc1OCC(O)CN (stereo not drawn)	-4%	2

(listing goes on)
SMILES	Lipid storage S3	Lipid storage S3 cell count max
Cc1ccc(/C=N\NC(=O)c2cncc(Br)c2)o1	?	.
CCCOC(=O)Cn1c(=O)c2cc3c(=O)n(CC(=O)OCCC)c(=O)c3cc2c1=O	i	-10
CCOC(=O)C1CCCN(C(=O)c2cn(C)c3ccc(S(=O)(=O)N4CCCC4)cc3c2=O)C1 (stereo not drawn)	i	-2
S=c1nc[nH]c2c1sc1nc(N3CCOCC3)c3c(c12)CCCC3	-1%	0
S=C(NCc1ccccc1)Nc1cccc2cnccc12	?	.
O=[N+]([O-])c1cc(/C=N/Nc2nc(N3CCOCC3)nc(N3CCOCC3)n2)ccc1Cl	8%	-6
Cc1ccc(S(=O)(=O)N2CCCCC2)cc1NC(=O)c1ccc2c(=O)n3c(nc2c1)CCCCC3	?	.
Cc1ccc(-n2c(N)cc(=O)nc2SCC(=O)NC2CCCCC2)cc1C	5%	-3
CCOc1cc(C(=O)CCC(=O)OCC(=O)NC(=O)NCC(C)C)ccc1O	-5%	1
CC(=O)N1CCC2(CC1)NC(=O)N(c1ccccc1)N2	1%	14
Cc1cc(Cl)ccc1OCc1nc(-c2ccncc2)no1	?	.
O=C(COC(=O)CC(c1ccccc1)c1ccccc1)Nc1c(F)cccc1F	?	.
O=C(CN(Cc1ccco1)C(=O)c1ccc(Cl)cc1)Nc1c(Cl)cc(Cl)cc1Cl	-1%	6
COC(=O)CC1C(=O)NC2CCCCC2N1C(=O)CCl (stereo not drawn)	-5%	13
Cc1ccccc1N1CCN(C2CCCN(C(=O)c3cc(CC(C)C)nn3C)C2)CC1 (stereo not drawn)	i	-17
CCCCC(CC)C(=O)NCCc1ccc(S(N)(=O)=O)cc1 (stereo not drawn)	?	.
Cc1csc(NC(=O)c2cccc(S(=O)(=O)N3CCN(C)CC3)c2)n1	?	.
CCCCNC(=O)CCn1nc(-c2ccccc2)ccc1=O	24%	7
CCN(CC)CCNC(=O)c1cc(-c2ccc(Br)s2)nc2ccccc12	?	.
CC(C)CCNC(=O)CN(Cc1ccccc1Cl)C(=O)CCC(=O)Nc1ccccn1	i	10
O=S(=O)(c1ccc(Cl)c(NC(=S)Nc2cccc(O)c2)c1)N1CCOCC1	9%	3
CCOC(=O)c1ccc(COC(=O)c2cc(=O)[nH]c3ccccc23)o1	i	.
Cc1ccc2oc(C(=O)N3CCC(N4CCSCC4)CC3)c(C)c2c1	i	1
CCOc1ccc(NC(=O)C(CC(=O)O)Cc2ccc(Br)cc2)cc1 (stereo not drawn)	?	.
CC(C)Cc1ccc(S(=O)(=O)NCC2CCCO2)cc1 (stereo not drawn)	1%	-17
Cc1ccc(S(=O)(=O)N2CCC(C(=O)OCC(=O)N3CCCC(C)C3)CC2)cc1C (stereo not drawn)	?	.
Cc1nn2c(-c3ccc(S(=O)(=O)N4CCN(C)CC4)o3)nnc2c2ccccc12	?	.
COc1ccc(NC(=O)c2ccccc2Oc2ccccc2)cc1	?	.
COCCNc1nc(CSc2ccccc2)nc2sc(C)c(C)c12	12%	2
CC(=O)c1cccc(N(CC(=O)NC2CCCCC2)C(=O)CNC(=O)c2cccs2)c1	i	16
COc1ccc(Cl)cc1C(=O)NC(=S)Nc1cc(-c2nc3ccccc3[nH]2)ccc1C	?	.
NC(=O)C1(N2CCCCC2)CCN(Cc2ccc(F)cc2)CC1	0%	-22
C=CCn1c(COc2ccccc2)nnc1SCC(=O)NCC(=O)OCC	?	.
CCN(CC)S(=O)(=O)c1ccc(-c2nnco2)cc1	5%	8
O=C(Nc1ccc(S(=O)(=O)N2CCOCC2)cc1)c1ccc(=O)[nH]c1	-6%	22
CC(=O)n1nc(-c2ccccc2)nc1NCc1ccc(F)cc1	?	.

Random excerpt: 3 entries already listed
SMILES	Lipid storage S3	Lipid storage S3 cell count max
COc1cccc(-c2nn3c(-c4ccccn4)nnc3s2)c1	?	.
CC(=O)OCC(=O)C1CCC2C3CC=C4CC(O)CCC4(C)C3CCC12C (stereo not drawn)	?	.
N=c1c2c(n(Cc3ccc(Br)cc3)c3c1CCC3)CCCC2	?	.

From PubChem BioAssay

An excerpt. The share of hits here may be higher or lower than overall.
